PAX8 inh HTS – PAX8 transcriptional activity inhibition; RMG-I TPO-luciferase reporter, SteadyGlo, 24 h; inhibition, % at 12.6 µM; actives 1.2% (n = 360,000);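 active = mean replicate inhibition at least 60% with every replicate also reaching 60%; inconclusive = only one of the two criteria is met; inactive = mean below 60% and not all replicates reaching 60%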;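 also: luciferase light reporting Pax8 driven TPO promoter activity; plate controls were median of neutral control wells for no effect and mitoxantrone controls for full effect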
DENV2 CPE rescue – DENV2-induced cell death inhibition. DENV2-infected cells, cytopathic effect rescue, plate reader. actives 1.7% (n = 350,000). CPE inhibition, % at 9.99 µM; in the data active = CPE inhibition above about 20%, passing the limit was not always enough; inconclusive = no clear call, values can overlap the other calls; tested in BHK-21 cells;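 also: 0% = median of neutral control wells and 100% = median of positive control wells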
F508del corr – correctors of CFTR F508del function in bronchial epithelial cells; CFBE cells, YFP halide quenching; stimulated with forskolin plus potentiator P3; % fluorescence drop versus neutral controls; activity (quench increase), % at 7.58 µM; actives 0.36% (n = 350,000);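 active = mean added fluorescence quench of at least 8% versus neutral control, with both replicates also reaching 8%; inconclusive = only one of the mean or replicate conditions met; inactive = mean below 8% and not both replicates reaching 8%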;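 also: cells transiently co-express mutant CFTR-F508del with the halide-sensitive YFP; corrector assay measuring rescue of mutant channel to the surface after 24 h compound exposure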
miR-122 sensor – inhibitors of miR-122 in Huh7 cells; Huh7 miR-122 Renilla luciferase sensor, 48 h; neutral wells = 0, positive control = 100; activation (reporter increase), % at 12.5 µM; actives 0.3% (n = 340,000); AID 602342;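 active = mean replicate activation score at least 90 and every replicate individually at or above 90; inconclusive = only one of the two criteria met; inactive = neither criterion met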;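 also: higher luciferase means less miR-122 activity so hits act as miR-122 inhibitors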
GSIS activator – primary screen for activators of insulin secretion dependent on glucose, INS-1E cells, GLuc reporter luminescence; INS-1E GLuc reporter insulin secretion, 2-3 h; activation, % at 16.6 µM; actives 0.61% (n = 370,000); AID 743287;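 active = lowest replicate activation of at least 40%, so every replicate reaches that level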;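 also: 0% = median of neutral control wells and 100% = median of IBMX positive control wells; some compounds called inactive have numbers as strong as hits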
EWS-Fli block – inhibitors of EWS/Fli oncoprotein transcriptional activity. A673 NR0B1-luciferase reporter, viability-normalised. inhibition, % at 12.6 µM. actives 0.67% (n = 350,000). AID 651661;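 active = mean inhibition of at least 50% after viability correction, with every replicate also passing that limit; inconclusive = mean reaches 50% but only one of two replicates passes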;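 also: firefly luciferase signal divided by Alamar Blue viability fluorescence both relative to DMSO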
FN deposition inh – fibronectin deposition inhibition; actives 0.086% (n = 350,000); AH1F fibroblasts, Alexa488-fibronectin deposition fluorescence, overnight; inhibition, % at 12.6 µM; AID 743247;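 active = mean inhibition across replicates of 30% or more, regardless of how many single replicates reach that level; inconclusive = mean under 30% yet at least half of replicates reach 30%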;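 also: positive control wells lacked labelled fibronectin entirely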
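Material: AH1F fibroblast monolayer depositing Alexa488-labelled fibronectin into matrix | Input: 10000 AH1F cells/well | Medium: DMEM plus 2% serum, read in PBS | Reagent: Alexa488-fibronectin, 24 nM final in well | Compound dosing: One dose per compound, pinned | Schedule: 1 h adhesion, overnight exposure | Measured by: Fluorescence at 485 nm excitation, 525 nm emission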
* hit, by the source's call; ? = inconclusive; / = no result given; & = joins results of further samples; ! = a repeat was not active; [ ] = remark or other dose.

SMILES	PAX8 inh HTS	DENV2 CPE rescue	F508del corr	miR-122 sensor	GSIS activator	EWS-Fli block	FN deposition inh
CC(=O)c1ccc(N2CCN(C(=O)CCNC(=O)Cn3ccc4ccccc4c3=O)CC2)cc1	6.9	5.6	2.9	-4.0	17.0	7.6	-2.1
CCOc1ccc(S(=O)(=O)N2CCN(C(=O)c3cc4ccccc4o3)CC2)cc1	6.6	2.6	2.2	-0.1	-18.4	19.2	-3.8
CC(=O)c1c(C)[nH]c(C(=O)CN2C(=O)NC3(CCCCC3)C2=O)c1C	/	4.9	0.8	/	5.6	-5.0	5.2
C[n+]1ccccc1C1CCCC/C1=N\Nc1ccc([N+](=O)[O-])cc1[N+](=O)[O-] (stereo not drawn)	4.2	/	-2.4	/	4.4	-4.0	2.9
O=c1cc[nH]c2ccc(Cl)cc12	-7.3	4.0	0.1	/	/	-3.9	-3.1
CC1CC=C(O)C12OCC(C)(C)CO2 (stereo not drawn)	-12.4	0.1	0.8	-4.2	14.6	6.3	-6.2
CC1CCN(Cc2cc(=O)oc3cc4c(cc23)CCCC4)CC1	-10.8	-6.2	-0.8	-2.5	-3.7	-34.5	10.9
COc1ccc(CCNC(=O)Cn2cc(C(F)(F)F)cc(Cl)c2=O)cc1OC	26.6	11.7	2.0	/	/	9.9	-10.7
O=S(=O)(c1ccc(Br)cc1Cl)N1CCN(CCO)CC1	0.6	8.0	-3.0	-0.2	-3.9	4.1	-1.7
Cc1ccc(Nc2nc(Cl)c(C=O)s2)cc1Cl	-25.6	/	-1.7	/	-13.6	-26.9	5.2
Nn1c(SCC(=O)Nc2cccc(Br)c2)nnc1C1CC1	4.2	0.3	0.4	-5.0	-11.4	5.0	2.5
O=C1C(=O)C(c2ccccc2)C(=O)C1c1ccccc1 (stereo not drawn)	-6.8	5.7	-0.1	-6.0	-3.6	-5.8	/
CN(C)S(=O)(=O)c1ccc(NC(=O)N2CCOCC2)cc1	13.7	-0.8	1.2	-1.7	-3.5	0.2	-4.7
O=C(NNC(=S)NC(=O)c1ccc(F)cc1)c1cccnc1	-6.3	0.6	1.3	1.7	-4.3	5.6	-13.0
O=C(Cc1ccccc1)N1C[C@H]2[C@@H](c3ccccc31)[C@@H](CO)N2S(=O)(=O)c1ccccc1	45.2	-6.3	-0.1	-7.1[16.7 µM]	-5.6	-9.9	-0.7
CCN(CC)Cc1c(C(=O)N/N=C/c2ccccn2)nnn1-c1nonc1N	16.2	?	-3.4	-4.8	3.4	6.4	-3.2
N#C[C@@H]1[C@H](c2ccc(C#Cc3ccccc3F)cc2)[C@@H](CO)N1C(=O)C1CC1	16.4	81.7*	1.8	/	-4.7	48.0	-5.5
C[C@@H]1CN([C@@H](C)CO)C(=O)Cc2cc(NC(=O)CCCN(C)C)ccc2O[C@@H]1CN(C)C	/	3.8	-1.7	/	6.2	6.3	-5.3
NS(=O)(=O)c1ccc(CCNC(=O)c2ccco2)cc1	-11.6	4.4	2.5	/	-5.3	-0.6	-8.4
COc1ccc(NC(=O)c2cc(C3CCCCN3C(=O)C3CCCCC3)on2)c(C)c1 (stereo not drawn)	7.7	1.7	0.5	5.2	-12.2	-2.5	4.4
O=C(OCc1cncs1)c1cccs1	-0.5	2.2	-0.3	-7.6	-8.8	-1.2	-0.3
OCC1CCCCN1CC(O)COC(c1ccc(F)cc1)c1ccc(F)cc1 (stereo not drawn)	-21.5	-7.4	-1.2	1.9	-19.4	4.3	6.0
C[C@H](CO)N1C[C@H](C)[C@@H](CN(C)C(=O)CN(C)C)Oc2ncc(C#Cc3cccnc3)cc2C1=O	-13.3	-0.2	1.9	16.7[16.7 µM]	-7.2	-6.8	/
CN1CCN(C(=O)[C@H]2[C@H](CO)[C@H]3Cn4c(cccc4=O)[C@@H]2N3Cc2ccncc2)CC1	/	12.2	/	/	-5.3	5.5	/
O=C(Cn1nnc(-c2ccccc2F)n1)Nc1ccc2c(c1)OCO2	/	8.9	-0.6	/	16.4	-0.2	/
COc1cccc(C(=O)Nc2cc(S(=O)(=O)N3CCOCC3)ccc2N2CCOCC2)c1	-8.5	0.6	-1.0	7.4	11.3	7.0	5.3
COC(=O)C[C@@H]1C[C@@H]2c3cc(NS(C)(=O)=O)ccc3O[C@@H]2[C@@H](CO)O1	-0.4	-3.2	-2.0	-0.7[16.7 µM]	25.7	-1.9	/
COc1ccc2c3c([nH]c2c1)[C@@H](CO)N(Cc1ccccc1)CC31CN(C(=O)c2cccnc2)C1	/	-8.3	-0.8	/	-10.1	17.4	/
O=C(C1CC1)N1CC(=O)N2[C@@H](CO)[C@H](c3ccc(C#CC4CCCC4)cc3)[C@@H]2C1	-2.6	-1.1	-1.0	/	-6.4	1.8	-7.1
CCS(=O)(=O)Nc1ccc2c(c1)C(=O)N(C)[C@@H]1CC[C@H](CC(=O)N3CCN(C)CC3)O[C@H]1CO2	-10.7	6.3	3.9	1.7[16.7 µM]	5.9	-7.7	-13.4
C[C@@H]1CN([C@@H](C)CO)C(=O)c2cc(NS(=O)(=O)c3cn(C)cn3)ccc2O[C@@H]1CN(C)C(=O)Nc1ccc(F)cc1	12.9	/	-3.0	-1.9[16.7 µM]	1.9	-13.5	/
O=C(O)C[C@H]1C[C@H]2c3cc(NC(=O)Nc4ccccc4)ccc3O[C@H]2[C@H](CO)O1	-10.0	13.2	-3.3	0.0[16.7 µM]	12.6	-0.4	-7.4
COc1ccccc1/C=C/c1nc(C#N)c(N(C)C)o1	-162.9	-3.0	0.3	3.9	-0.4	-137.2	1.9
O=C(c1cccnc1)N1CC[C@@H]2[C@H](CO)Nc3ccc(-c4cccc(F)c4)cc3[C@@H]21	4.0	/	1.8	8.7[16.7 µM]	-17.2	4.9	12.1
Cc1ccccc1-c1cnc2c(c1)C(=O)N([C@H](C)CO)C[C@@H](C)[C@@H](CN(C)C(=O)c1cccnc1)O2	/	-7.2	1.1	-1.9[16.7 µM]	9.9	-14.0	/
Cc1ccc(S(=O)(=O)N(C)C[C@@H]2Oc3c(NC(=O)NC(C)C)cccc3C(=O)N([C@@H](C)CO)C[C@@H]2C)cc1	0.6	19.9	-1.9	2.1[16.7 µM]	11.5	-8.0	/
O=C(O)c1nn(CC(=O)N2CCN(c3ccccc3)CC2)c(=O)c2ccccc12	-9.4	7.7	2.9	1.7	-7.0	0.7	1.2
CCOC(=O)C1(NC(=O)C2(NC(=O)CN3C(=O)c4ccccc4C3=O)CCCC2)CCCC1	-1.5	-8.6	1.2	-1.9	/	-9.5	-5.4
COc1ccc(C(=O)n2nc(-c3ccc(C)cc3)nc2N)cc1OC	3.5	/	/	-0.9	9.7	/	4.6
CC1CCCCC12NC(=O)N(CC(=O)N1CCN(C(=O)c3ccco3)CC1)C2=O (stereo not drawn)	-3.5	-3.2	1.8	/	-0.6	4.3	0.8
COCCN1CCN(C(=O)C2CCC(=O)N(CCc3ccc(Cl)cc3)C2)CC1 (stereo not drawn)	-2.4	8.1	1.9	2.1	-1.3	-3.0	-1.1
CCOC(=O)c1ccc2c(c1)NC(=O)C(N1CCN(c3ccc(OC)cc3)CC1)S2 (stereo not drawn)	-9.8	-1.7	-1.7	-2.7	14.5	7.3	-3.3
O=C(C[C@H]1C=C[C@@H](NS(=O)(=O)c2ccc(F)cc2)[C@H](CO)O1)NCc1ccccc1F	/	-3.8	2.6	/	4.6	15.0	/
Cc1cc(OC(C)C(=O)NCCc2c[nH]c3ccccc23)c2c(C)cc(=O)oc2c1 (stereo not drawn)	/	1.0	-4.1	0.0	2.0	9.6	/
O=C(Cc1cccc(C(F)(F)F)c1)NCc1ccc(Cl)cc1	5.8	/	/	/	-26.9	/	-0.8
CCC(CC)Nc1ccc(C(CC(N)=O)NC(=O)Cc2ccc(Br)cc2)cc1[N+](=O)[O-] (stereo not drawn)	31.1	0.8	1.6	-20.6	20.3	10.9	-2.8
CCc1ccc(S(=O)(=O)N/N=C\c2ccc([N+](=O)[O-])o2)cc1	3.3	?	-3.5	-4.8	3.7	2.4	4.5
COc1cc2c(cc1OC)CN(C(=O)c1cc(S(=O)(=O)N3CCOCC3)ccc1C)CC2	-7.4	4.7	-4.1	/	4.9	4.6	/

Random excerpt: four entries already listed, in no set order.
SMILES	PAX8 inh HTS	DENV2 CPE rescue	F508del corr	miR-122 sensor	GSIS activator	EWS-Fli block	FN deposition inh
O=C(C[C@H]1C=C[C@@H](NS(=O)(=O)c2ccc(F)cc2)[C@H](CO)O1)NCc1ccccc1F	/	-3.8	2.6	/	4.6	15.0	/
Cc1cc(OC(C)C(=O)NCCc2c[nH]c3ccccc23)c2c(C)cc(=O)oc2c1 (stereo not drawn)	/	1.0	-4.1	0.0	2.0	9.6	/
CCC(CC)Nc1ccc(C(CC(N)=O)NC(=O)Cc2ccc(Br)cc2)cc1[N+](=O)[O-] (stereo not drawn)	31.1	0.8	1.6	-20.6	20.3	10.9	-2.8
CCOC(=O)C1(NC(=O)C2(NC(=O)CN3C(=O)c4ccccc4C3=O)CCCC2)CCCC1	-1.5	-8.6	1.2	-1.9	/	-9.5	-5.4

The list continues.
SMILES	PAX8 inh HTS	DENV2 CPE rescue	F508del corr	miR-122 sensor	GSIS activator	EWS-Fli block	FN deposition inh
COCC(=O)Nc1ccc2c(c1)OC[C@@H](C)N(C(=O)CC1CC1)C[C@@H](C)[C@@H](OC)CN(C)C2=O	-0.7	8.8	0.6	/	16.5	-3.6	/
CC(C)[C@H](N[C@@H](C)c1ccccc1)c1c(O)ccc2ccccc12	11.1	-0.9	-1.0	2.6	-8.6	8.0	-2.3
C=CC[C@H](CC(=O)N(CCO)Cc1ccccc1)C(=O)N[C@@H](COC(=O)[C@H](CC=C)CC(=O)OC(C)(C)C)Cc1c[nH]c2ccccc12	103.3*	0.1	-4.2	-31.6	-48.4	2.8	1.0
OCc1cccc[n+]1CCc1ccccc1	-20.6	-7.9	1.2	-6.7	-0.6	-2.9	18.2
CN(C)C(=O)c1ccc(-c2ccc([C@@H]3[C@@H](CO)N(C(=O)C4CCC4)[C@H]3C#N)cc2)cc1	-6.0	50.1*	-6.8	/	0.2	5.0	8.7
CO[C@H]1CN(C)C(=O)c2ccc(NC(=O)NC(C)C)cc2OC[C@H](C)N(Cc2ccc(-c3ccccn3)cc2)C[C@@H]1C	/	-2.5	3.4	/	-12.8	-2.9	-8.5
C[C@H](CO)N1C[C@H](C)[C@H](CN(C)S(=O)(=O)c2ccc(Cl)cc2)OCc2ccccc2-c2c(n(C)c3ccccc23)C1=O	87.8*!	-12.9&5.6	-3.2&-4.0	-10.1	-2.9&8.3	9.4	-0.2&-0.3
COc1cccc(-c2ccc([C@H]3[C@H]4CN(C(=O)C5CCCC5)CC(=O)N4[C@H]3CO)cc2)c1	-6.4	10.8	3.9	/	-18.2	-4.3	-0.2
COC(=O)[C@@]12C[C@@H](CC(=O)NCC3CCCCC3)C(=O)N(CCc3ccc(OC)c(OC)c3)C1=CCC(C)(C)C2	26.3	-11.0	-0.3	/	-32.4	-1.6	/
N#Cc1ccccc1OCC(=O)OCC(=O)NC1CCCC1	-0.5	-4.0	4.0	3.6	-10.4	8.0	/
O=C(NC1CCCC1)N1CC(=O)N2[C@H](C1)[C@H](c1ccc(/C=C/c3ccccc3)cc1)[C@@H]2CO	/	-2.5	7.6	/	5.2	3.8	/
O=S(=O)(c1ccc(N2CCCC2)nc1)N1CCCC1	-54.0	-8.1	0.3	-0.1	10.0	-3.3	-7.8
CCCCC(=O)N1CCN(c2nc3ccc(Br)cc3s2)CC1	-66.9	1.4	-1.3	-5.7	-6.7	-34.4	-16.3
COc1c(O)cnn(-c2ccccc2)c1=O	-2.7	-3.9	1.9	/	7.6	6.6	-1.7
O=C(NCc1ccc(Cl)cc1)c1ccc(Br)o1	-32.4	15.9	-2.8	/	-28.8	-16.0	-5.6
